# SRC1 TRFRET art = TR-FRET artefact, counter-screen to PPARgamma/SRC-1 agonist assay; actives 0.34% (n = 99,000); AID 1051; TR-FRET detection artefact counter-screen, emission ratio; stronger effect = higher value; TR-FRET ratio at 8 µM; in the data active = TR-FRET ratio above about 2300; note: inactives centre near 1800; reference of the scale not given here
# SRC3 TRFRET art = flags TR-FRET format artefacts in PPARgamma SRC-3 recruitment agonist screen; TR-FRET artefact counter-screen, PPARgamma/SRC-3 format; stronger effect = higher value; TR-FRET ratio at 8 µM; actives 0.39% (n = 99,000); in the data active = TR-FRET ratio above about 2000; note: inactives centre near 1600; reference of the scale not given here
# * marks the source's active call; other numbers are inactive results. This is a subset (hit frequency here may not be typical).
SMILES,SRC1 TRFRET art,SRC3 TRFRET art
N/C(Cc1ccc([N+](=O)[O-])cc1)=N\OC(=O)Cc1ccccc1,1969,1552
CC1=CC(=O)[C@H]2C(C)(C)CCC[C@]2(C)[C@@]1(O)CO,1963,1695
Nc1ccc(O)c2c(=O)cc(-c3ccccc3Cl)oc12,1779,1529
FC(F)(F)c1cc(N2CCOCC2)nc(-c2ccccc2)n1,1756,1400
O=c1[nH]cnc2c1c(-c1ccccc1)cn2-c1ccc(F)cc1,1488,1573
O=C(COc1ccc2oc(-c3ccco3)cc(=O)c2c1)N1CCCCC1,2047,1790
COc1ccccc1-n1nc(C)c(-c2ccccc2)c1N,1814,1399
CCN1CCN(C(c2cccs2)C(C)NS(=O)(=O)c2ccc(F)cc2)CC1 (centres undefined),1567,1462
COc1ccc(N2CCN(C(=O)CN3CCN(c4nc(-c5ccc(F)cc5)cs4)CC3)CC2)cc1,1495,1688
O=C(N/C(=C/c1cccs1)C(=O)N1CCOCC1)c1ccccc1,1916,1676
Cc1ccc(S(=O)(=O)N2CCC(NC(=O)c3ccccc3)CC2)cc1,1628,1574
O=C(COc1cc(F)ccc1[N+](=O)[O-])Nc1cccc(Br)c1,1643,1514
COc1ccc(CN(C)C(=O)COC(=O)c2c(-c3ccccc3Cl)noc2C)cc1,1858,1555
Cc1cc(C)c(C)c(S(=O)(=O)N2CCN(c3ccc(O)cc3)CC2)c1C,1824,1565
CC1=C(C(=O)OCC(Cl)(Cl)Cl)N2C(=O)C(NC(=O)Cc3ccccc3)C2SC1 (centres undefined),1526,1446
CCOc1ccc(CN2CCN(Cc3cccc4nonc34)CC2CCO)cc1 (centres undefined),1707,1834
C/C(=N\NC(=S)NCc1ccccc1)c1ccccc1,1591,1209
COc1cc(/C=C2\C(=O)N(c3ccccc3)N=C2C)ccc1Oc1ccc([N+](=O)[O-])cc1[N+](=O)[O-],1921,1759
COc1cccc(NC(=O)C(OC(=O)c2ccc([N+](=O)[O-])o2)c2ccccc2)c1 (centres undefined),1664,1589
Cc1ccc(Oc2ccc(Cl)cc2NC(=O)c2ccc(F)cc2F)cc1,1853,1588
COc1ccc(NC(=S)Nc2ccccc2Cl)cn1,2027,1282
CCOC(=O)c1nc(NCc2ccccc2)c2ccccc2n1,1691,1554
CCS(=O)(=O)c1nc(S(=O)(=O)c2ccc(Cl)cc2)c(NCCOC)s1,1667,1743
Brc1ccc(C2NCCS2)cc1 (centres undefined),1711,1527
O=C(NC(=S)N1CCN(c2ccc([N+](=O)[O-])cc2Cl)CC1)c1ccco1,1619,1513

# Record cards, from the list above.
# Shown for Cc1ccc(S(=O)(=O)N2CCC(NC(=O)c3ccccc3)CC2)cc1 : SRC1 TRFRET art = 1628; SRC3 TRFRET art = 1574
# Shown for CCOC(=O)c1nc(NCc2ccccc2)c2ccccc2n1 : SRC1 TRFRET art = 1691; SRC3 TRFRET art = 1554

# (further entries)
SMILES,SRC1 TRFRET art,SRC3 TRFRET art
CCn1c(C)cc(C=C2C(=O)c3ccccc3C2=O)c1C,1608,1709
CCC(=O)N1CCN(c2ccc(NC(=O)c3ccccc3)cc2)CC1,1220,1557
Cc1ccccc1CSc1nnc(NC(=O)Cc2cccs2)s1,2116,1717
COc1cccc(C(=O)NCCSc2ccc(Br)cc2)c1,1912,1451
CC(=O)Nc1cccc(NC(=O)Nc2cccc(Cl)c2C)c1,1834,1497
O=C1c2ccccc2C(Nc2ccc3nc(-c4cccnc4)[nH]c3c2)N1Cc1ccco1 (centres undefined),1878,1649
Cc1ccccc1N1C(=O)CC(c2c[nH]c3ccccc23)C1=O (centres undefined),2018,1564
CCOc1ccc(C(=O)NC2CCN(C(=S)Nc3ccccc3C)CC2)cc1,1672,1631
Cc1c(Cl)cccc1NC(=O)CC1SC(=NCC2CCCO2)NC1=O (centres undefined),1724,1665
CC(C)(C)c1ccc2c(c1)C(=O)c1ccccc1C2=O,1854,1554
c1cncc(CNc2ncnc3sc4c(c23)CCCC4)c1,1602,1491
COC(=O)COc1cccc(NC(=O)c2cccc(C)c2)c1,1661,1596
COc1cc(/C=N\Nc2ccc([N+](=O)[O-])cn2)ccc1OCC(=O)O,1834,1522
Cc1nn(-c2ccccc2)c(N2CCCC2)c1/C=N/Nc1ccc(S(=O)(=O)Nc2ccccc2)cc1[N+](=O)[O-],1725,1498
O=C(Nc1cccc(-c2nc3ccccc3s2)c1)C1=COCCO1,1731,1657
O=c1c2ccccc2c2ccccc2c(=O)n1Cc1ccco1,1892,1600
Cc1ccc2nc(C)c(C(=O)N/N=C/c3cccc([N+](=O)[O-])c3)cc2c1,2001,1571
O=C(c1c[nH]c2ccccc12)N1CCOCC1,1754,1517
C=C(C)C1CCC(C)=C1CC(C)(C)/C=N\n1cnnc1 (centres undefined),1626,1748
Cc1cccc(OCC(=O)Nc2ccc3nc(C)sc3c2)c1,1892,1581
CCN(CC)C(=O)c1cn(CCC#N)nc1-c1ccc2c(c1)OCCO2,2134,1364
COc1ccc(Cc2nc(-c3ccc(-n4cccc4)cc3)no2)cc1OC,1956,1813
CN(CC(=O)Nc1ccc(S(=O)(=O)N2CCCC2)cc1)CC(=O)Nc1ccc(F)c(F)c1F,1775,1538
COc1cccc(N=CC=C2OC(C)(C)C(C)(C)O2)c1,1584,1768
CCCCn1c(=O)c(C(C)=O)c(O)c2ccccc21,1967,1507

# 2 neighbouring entries already listed, quoted:
SMILES,SRC1 TRFRET art,SRC3 TRFRET art
COc1cccc(N=CC=C2OC(C)(C)C(C)(C)O2)c1,1584,1768
CCCCn1c(=O)c(C(C)=O)c(O)c2ccccc21,1967,1507

# Carrying on.
SMILES,SRC1 TRFRET art,SRC3 TRFRET art
CCCN(CCC)CCNC(=O)CCC(=O)Nc1ccc2nc(N3CCN(C)CC3)cc(C)c2c1,1947,1757
CC(C)NCC(O)COC1C2CC3CC(C2)CC1C3 (centres undefined),2064,1610
COc1ccc(/C=N/N(Cc2ccccc2)c2ccccc2)cc1O,2081,1590
O=C(N/N=C/c1cccnc1)c1[nH]ncc1Br,1671,1553
COc1ccc(-c2c(C#N)c(N)nc3sc(C(=O)c4ccc(C)cc4)c(N)c23)cc1,1799,1640
Cc1ccc(OCC(=O)Nc2ccc3c(c2)OC(F)(F)O3)c([N+](=O)[O-])n1,1771,1501
COc1ccc(N2CCN(C(=O)c3ccc(COc4ccc5c(C)cc(=O)oc5c4)cc3)CC2)cc1,1908,1670
O=C(Nc1sc2c(c1C(=O)c1ccccc1)CCCC2)c1cccnc1,1869,1540
COC(=O)c1ccc2nc(-c3ccc4c(c3)OCO4)cn2c1,1795,1736
O=C(NC(=S)N1CCOCC1)C12CCC3CC(CC(C3)C1)C2,1654,1598
C[C@@H](C(=O)O)[C@H]1C[C@]1(C)[C@H](NC(=O)OCc1ccccc1)c1ccccc1,1651,1364
C[C@H](NC(=O)c1ccccc1)C(=O)Nc1nc(-c2ccccn2)cs1,1668,1696
O=C1CSC(c2ccccc2)N1CC(O)c1ccc([N+](=O)[O-])cc1 (centres undefined),1761,1565
CCOc1ccc(CC(=O)Nc2cccc(-c3ccc4nnc(C)n4n3)c2)cc1,1741,1572
CCn1cc(S(=O)(=O)Nc2cc(F)ccc2C)cn1,1599,1528
Cc1cc(C)c(OCCNC(=O)c2ccccc2Sc2ccccc2C#N)c(C)c1,1867,1655
O=C1SC(SCc2ccccc2)=N/C1=C\c1ccc(C(=O)O)cc1,1529,1512
O=C1CC[C@@H](CN(Cc2ccccn2)Cc2nc(Cc3cccc(C(F)(F)F)c3)no2)N1,1784,1282
COc1cccc(CC(NC(C)=O)C(=O)NC2CCN(S(=O)(=O)c3ccc(C)cc3)CC2)c1OC (centres undefined),1857,1551
CCCc1nc2ccc(NC(=O)c3cccs3)cc2c(=O)n1Cc1ccc(Cl)cc1,1638,1725
O=C(NCCCO)NC(=S)c1cccc2ccccc12,1918,1706
c1ccc(-c2nc(N3CCCC3)nc3ccccc23)cc1,2000,1577
CCOC(=O)c1c(C)[nH]c(C=O)c1Cc1cccc(Cl)c1,1647,1412
CC(C)NC(=O)CC(=O)N/N=C\c1ccccc1C(=O)O,1890,1830
CCN(CC)S(=O)(=O)c1ccc(N2CCOCC2)c(NC(=O)COc2ccccc2)c1,1839,1609
SMILES,SRC1 TRFRET art,SRC3 TRFRET art
CN(Cc1nc2ccccc2c(=O)[nH]1)Cc1nc2ccsc2c(=O)[nH]1,1902,1399
COc1ccc(CNC(=O)Nc2ccc(C)cc2C)cc1,2052,1804
O=C(NCCCN1CCOCC1)c1ccc(Br)cc1Br,1713,1697
CCCCCCCC(=O)N/N=C(\C)c1ccc(N)cc1,2012,1518
Cn1c(N)c(-c2nc3cccnc3n2C)sc1=S,1953,1687
CCOC(=O)c1c2ccc(OCC(=O)NN)cc2n2ccccc12,1645,1798
COc1cccc(CNS(=O)(=O)c2ccc3c(c2)CCN3C(=O)C2CC2)c1,1910,1521
Cc1ccc(NC(=O)c2cccnc2C(=O)Nc2ccc(C)cc2)cc1,1955,1413
CCOc1ccc(C(=O)Nc2ccc(Cc3ccncc3)cc2)cc1Br,1915,1589
COc1ccc(-c2nc(CN3CCN(c4cc(C)nc(C)c4)CC3)c(C)o2)c2ccccc12,2008,1620
O=C(Nc1ccccc1)c1csc(-c2ccccc2)n1,1957,1620
O=C(CSc1ncn[nH]1)Nc1ccc([N+](=O)[O-])cc1Br,1594,1571
C/C(=N\NC(=O)CC1(C)OCCO1)c1cccs1,1799,1592
CCNC(=O)CSc1nnc(-c2cc(-c3ccc(Cl)cc3)nc3ccccc23)o1,2236,1810
Cc1cc(C)c(NC(=O)COc2nc3ccccc3nc2C)c(C)c1,1773,1644
S=c1[nH]nc(Cc2ccccc2)n1-c1ccc(Cl)cc1,1416,1376
C1CC(CN2CCOCC2)CN(c2nc3nonc3nc2N2CCSCC2)C1 (centres undefined),1584,1461
COc1ccccc1-n1cnnc1SCC(=O)Nc1cccnc1Cl,1887,1376
O=C(N/N=C(/CC(=O)c1cccs1)C(F)(F)F)c1ccc(O)cc1,2222,1609
Cc1nn(-c2ccccc2)c(Cl)c1/C=N/N1CCN(c2ccccn2)CC1,1938,1828
O=C(NC(=S)Nc1ccc2oc(-c3ccncc3)nc2c1)c1ccccc1F,1583,1569
N#CC1=C(N)Oc2n[nH]c(-c3ccccc3)c2C12C(=O)Nc1ccccc12 (centres undefined),1853,1439
Cc1occc1C(=O)Nc1nnc(-c2ccncc2)s1,1674,1500
Cc1ccc(C(=O)NC(=S)Nc2ccc(N3CCOCC3)cc2)cc1C,1957,1710
O=C(O)CCCNS(=O)(=O)c1ccc2ccccc2c1,2008,1538

# Ordered by molar mass (rising): 7 of the compounds above.
SMILES,SRC1 TRFRET art,SRC3 TRFRET art
C/C(=N\NC(=O)CC1(C)OCCO1)c1cccs1,1799,1592
O=C(Nc1ccccc1)c1csc(-c2ccccc2)n1,1957,1620
O=C(O)CCCNS(=O)(=O)c1ccc2ccccc2c1,2008,1538
Cc1cc(C)c(NC(=O)COc2nc3ccccc3nc2C)c(C)c1,1773,1644
N#CC1=C(N)Oc2n[nH]c(-c3ccccc3)c2C12C(=O)Nc1ccccc12 (centres undefined),1853,1439
Cc1ccc(C(=O)NC(=S)Nc2ccc(N3CCOCC3)cc2)cc1C,1957,1710
COc1ccccc1-n1cnnc1SCC(=O)Nc1cccnc1Cl,1887,1376

# (further entries)
SMILES,SRC1 TRFRET art,SRC3 TRFRET art
Cc1cc(C)cc(N2C(=O)CSC2c2cccs2)c1 (centres undefined),1726,1827
CC1(C)NC(=O)N(CC(=O)OCC(=O)Nc2cccc(S(N)(=O)=O)c2)C1=O,1881,1579
COCCN(C(=O)CSc1ncc(C(F)(F)F)cc1Cl)c1c(N)n(Cc2ccccc2)c(=O)[nH]c1=O,1624,1514
O=C(NCc1ccccc1)C(=O)Nc1nccs1,2105,1351
Cc1cc(NC(=O)CN2CCc3ccccc3C2)nc2c1c(=O)oc1ccccc12,2125,1641
S=C(Nc1ccccc1Cl)N(CCN1CCCCC1)Cc1ccco1,1997,1611
Cc1cccc(C(C)C)c1NC(=O)c1ccc(COc2ccc3c(C)cc(=O)oc3c2)cc1,2539*,2221*
Cc1nn(Cc2ccc(Cl)c(Cl)c2)c(C)c1NC(=O)c1noc2c1CCCCC2,1488,1544
COc1ccc(NC(=O)COC(=O)/C=C/c2ccc(OC)c(S(=O)(=O)N3CCOCC3)c2)cc1,1605,1643
CCc1ccc(Oc2ncnc(N)c2[N+](=O)[O-])cc1,1788,1584
CCOc1ccc(NC(C(=O)Nc2cccc(C(C)=O)c2)c2ccccc2)cc1 (centres undefined),1890,1568
CCn1ncc([C@@H]2C[C@H]3CN(Cc4ccccc4C)C(=O)[C@]34CCCN24)c1C,1941,1595
O=C(COC(=O)c1cc(-c2cccs2)nn1-c1ccccc1)Nc1cc([N+](=O)[O-])ccc1Cl,2062,1814
O=C(CSc1nc(-c2ccccc2)cc(C(F)(F)F)n1)c1cccc([N+](=O)[O-])c1,1611,1568
CCCCCC1(C)NC(=S)N(c2ccccc2)N1 (centres undefined),1968,1705
CC1(C)CC2CC(C)(CN2Cc2c(O)ccc3ccccc23)C1 (centres undefined),1730,1440
Cc1cc(-c2ccccc2)nc2cc(C(=O)NCCCn3ccnc3)nn12,1953,1622
Cc1nnn(-c2nonc2N)c1C(=O)NNC(=O)c1ccc(Cl)c(Cl)c1,1600,1748
O=C(CNC(=O)c1cccs1)OCC(=O)c1ccc([N+](=O)[O-])cc1,1809,1487
Oc1ccc(/C=N/N2CCOCC2)c(O)c1O,2012,1754
Cc1cccc(C(=O)Nc2ccccc2C(=O)OCC(=O)Nc2ccc(C#N)cc2)c1,1859,1726
COC(=O)c1cc(CNC(=O)c2cccc(Cl)c2Cl)ccc1OC,1933,1651
CCCC(=O)Oc1ccc(N(C(=O)CCC)S(=O)(=O)c2cccs2)cc1,1605,1499

# Bioassay records from PubChem BioAssay.
